HDAC3 inhib = HDAC3 deacetylase inhibitors, primary screen, biochemical, fluorescence, cell-free homogeneous; recombinant HDAC3, fluorogenic peptide/trypsin coupled; AID 2718, 2010; Histone deacetylase 3 (Homo sapiens), O15379; inhibition, % at 8.3 µM; hit rate 0.15% among 320,000; in the data active = inhibition above about 26%, passing the limit was not always enough; inconclusive = no clear call, values can overlap the other calls
PolyA inhibitor = polyadenylation inhibitors in yeast reporter cells, primary screen, luminescence, S. cerevisiae; S. cerevisiae SKY197-pL101 polyadenylation reporter, beta-gal luminescence; efflux-impaired pdr1/pdr3 knockout yeast; score 100 = 6 SD above DMSO; calls only at 12 µM; hit rate 0.02% among 300,000;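 active = lowest replicate activity score at least 50, where 100 means six control SD above control mean; inconclusive = lowest score under 50 but half or more replicates reach 50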;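 also: yeast exposed to compound for 9 h at 30 °C; higher score means more reporter readthrough which indicates perturbed polyadenylation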
HSF1 activator = HSF-1 activators, primary screen, NIH3T3-HGL cells, MG132 stress, luminescence, single point; NIH3T3-HGL HSF-1 luciferase reporter, 8 h; 100% = twice DMSO control signal; activation, % at 9 µM; hit rate 1.7% among 300,000; AID 504408, 2011;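 active = mean replicate activation of at least 50% with a set share of replicates each reaching 50%; inconclusive = only one of those two conditions met; inactive = mean below 50% and too few replicates reaching it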;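 also: 0% = median of the neutral control wells and 100% = twice that signal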
GSK3B inh = human GSK3beta kinase inhibitors, primary screen, biochemical, cell-free homogeneous, HTS | Glycogen synthase kinase-3 beta (Homo sapiens), P49841 | GST-GSK3beta kinase, ADP-Glo luminescence, 60 min; hits give low values | activity score (negative = inhibition), % at 10 µM | hit rate 0.038% among 300,000 | AID 2097, 2009;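 active = more than half of replicate wells score below -50%, meaning over 50% inhibition versus plate controls; inconclusive = some replicates but at most half score below -50%; inactive = no replicate scores below -50%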;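 also: 0% = median DMSO wells and -100% = median GW8510 positive control wells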
Target sequence (P49841 whole entry, looked up): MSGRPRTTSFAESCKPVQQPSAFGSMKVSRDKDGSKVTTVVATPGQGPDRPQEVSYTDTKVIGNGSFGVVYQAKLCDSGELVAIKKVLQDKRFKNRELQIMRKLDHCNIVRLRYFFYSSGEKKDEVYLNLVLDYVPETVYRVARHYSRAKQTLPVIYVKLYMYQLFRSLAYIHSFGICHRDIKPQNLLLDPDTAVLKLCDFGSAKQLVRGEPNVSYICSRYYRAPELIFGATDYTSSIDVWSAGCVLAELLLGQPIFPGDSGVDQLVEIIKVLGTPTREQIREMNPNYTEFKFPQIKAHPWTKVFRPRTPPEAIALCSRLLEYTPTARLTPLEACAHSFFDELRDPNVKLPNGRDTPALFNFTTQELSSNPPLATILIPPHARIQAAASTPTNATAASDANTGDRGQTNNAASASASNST
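Assay system: GST-fused GSK3beta enzyme, cell-free / Medium: Tris pH 7.5 buffer with MgCl2, DTT, BSA, heparin / Also added: peptide substrate plus 25 µM ATP (final) / Compound: 10 µM single point / Timing: kinase reaction with compound 60 min at room temperature / Detection: ADP-Glo luminescence / Benchmarks: DMSO neutral wells and GW8510 at 20 µM as positive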
HSP90 inh = HSP90 inhibitors, primary screen, cell lysate, luminescence; Heat shock protein HSP 90 (rabbit reticulocyte lysate; luciferase refolding); Rabbit reticulocyte lysate, luciferase refolding luminescence, 3 h; inhibition, % at 5.6 µM; hit rate 0.91% among 290,000; AID 1789, 2009;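 active = inhibition above the screen-wide mean plus 3 SD, computed separately per campaign, cut at about 16% in these data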;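 also: 0% = DMSO wells and 100% = 60 µM geldanamycin wells; inhibitors lower the luminescence because luciferase stays unfolded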
AI-2 QS modul = Vibrio harveyi AI-2 quorum sensing modulators, primary screen, JMH597 strain, luminescence/OD600 ratio | Vibrio harveyi JMH597 AI-2 luminescence/OD600 ratio, 9 h; hits give low values; strain lacks LuxN and CqsS sensors; 0 = neutral-control median | activity change, % at 7.5 µM | hit rate 0.4% among 300,000; in the data active = activity change below about -75%, passing the limit was not always enough; inconclusive = no clear call, values can overlap the other calls;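 also: luminescence divided by OD600 gain over 9 h not by final OD600 alone; inactives centre near 13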
Platelet DG rel = inhibitors of platelet dense granule secretion, primary screen, cell-based, MLPCN, human platelets; human platelet-rich plasma, SFLLRN dense granule ATP release, luminescence; inhibition, %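 (compounds screened at 7.5 µM in platelet-rich plasma)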; hit rate 0.22% among 300,000;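 active = mean replicate score, as percent of positive control, at or above 50; inconclusive = mean below 50 but at least one replicate at or above 50; inactive = mean and every replicate below 50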
HSF1 inhib = HSF1 inhibitors in luciferase reporter cells, primary screen, cell-based, NIH3T3, luminescence; AID 2098, 2009; NIH3T3-HGL HSE-luciferase, MG132-induced, luminescence 8 h; hits give low values; hit rate 0.77% among 300,000; activity change, negative = inhibition, % at 7.5 µM (by protocol);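 active = more than half of replicate wells show activity change below -50%, luminescence cut by over half; inconclusive = some wells, but at most half, below -50%; inactive = no replicate well below -50%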;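 also: luciferase reports HSF-1 transcriptional activity via heat shock element; 0% = median of DMSO wells and -100% = zero luminescence signal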
Dyrk1A ADPGlo = rat Dyrk1A kinase inhibitors, primary screen, biochemical, single point, plate reader; Dual specificity tyrosine-phosphorylation-regulated kinase 1A (Rattus norvegicus), Q63470; ADP-Glo luminescence, NFATc1 peptide; inhibition, % at 12.5 µM; hit rate 0.43% among 310,000; AID 504441, 2011; in the data active = inhibition above about 50%;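 also: plate controls were vehicle with enzyme for no effect and no enzyme for full effect; many of its hits are not listed in these tables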
GSK3 alpha inh = blockers of GSK3A enzyme activity – biochemical, luminescence, cell-free homogeneous, HTS, primary screen. AID 2650, 2010. GSK-3 alpha kinase, ADP-Glo luminescence, 60 min. inhibition, % at 10 µM. hit rate 0.1% among 320,000;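 in the data active = inhibition above about 50%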;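 also: GST-tagged GSK-3 alpha with peptide substrate and 25 µM ATP; 0% = DMSO neutral wells and 100% = GW8510 positive control wells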
Target sequence (P49840 whole entry, looked up): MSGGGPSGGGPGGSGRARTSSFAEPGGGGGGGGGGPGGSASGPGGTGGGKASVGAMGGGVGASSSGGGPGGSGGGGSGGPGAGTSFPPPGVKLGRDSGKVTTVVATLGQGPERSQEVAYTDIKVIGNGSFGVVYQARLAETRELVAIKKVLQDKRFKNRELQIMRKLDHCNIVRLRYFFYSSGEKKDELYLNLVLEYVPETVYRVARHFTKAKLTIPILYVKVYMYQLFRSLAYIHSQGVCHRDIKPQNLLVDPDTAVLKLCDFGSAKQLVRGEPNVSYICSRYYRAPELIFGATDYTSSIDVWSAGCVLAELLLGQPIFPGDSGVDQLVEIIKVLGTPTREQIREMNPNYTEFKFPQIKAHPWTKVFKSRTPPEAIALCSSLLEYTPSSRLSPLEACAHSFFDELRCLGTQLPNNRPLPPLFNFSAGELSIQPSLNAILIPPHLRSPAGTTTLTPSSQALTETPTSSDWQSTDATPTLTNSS
Active calls of the source: *; i = inactive; ? = inconclusive; . = no result given; & = joins results of further samples. These rows are one share of the data; count on the stated rates, not on these rows.

Each structure is followed by: GSK3B inh, PolyA inhibitor, GSK3 alpha inh, Platelet DG rel, HSF1 inhib, HDAC3 inhib, Dyrk1A ADPGlo, HSF1 activator, HSP90 inh, AI-2 QS modul
COc1cc(C(=O)NCc2nnc(SCC(=O)c3ccccc3)o2)cc(OC)c1OC
→ ., i, 0.2, -2.3, -2.3, ?, 2.9, 1.1, -2.8, 44.6
O=c1c(-c2ccccc2)coc2c(CN3CCOCC3)c(O)ccc12
→ 2.8, i, -0.9, -8.1, 3.1, 0.7, 13.2, 20.5, -1.2, 3.2
COc1ccc(NS(=O)(=O)c2ccc(NC(=O)c3ccc(N(C)S(C)(=O)=O)cc3)cc2)cc1
→ 2.7, i, -1.4, 12.1, 0.0, 13.8, -7.9, 5.8, 1.6, 20.5
Cc1ccc(S(=O)(=O)NCC(=O)NC2CCCC2)cc1
→ -3.1, i, ., -1.1, -0.3, ., -0.2, 1.2, -1.8, 18.8
Cc1cc(C)nc(NC(=O)c2ccc([N+](=O)[O-])o2)n1
→ 1.4, i, -1.3, -1.8, 10.3, -4.5, 3.6, 18.9, 6.1, 61.2
CCN(CC)CCN(Cc1cc2cc3c(cc2[nH]c1=O)OCO3)C(=S)NCCOC
→ 0.1, i, 8.7, -4.4, 7.1, -12.5, 0.0, 25.4, -2.5, 12.5
CCC12CC3CC(C1)CC(C(=O)NNC(N)=O)(C3)C2
→ -2.4, i, -2.6, -2.8, 0.1, -7.5, 0.5, 0.4, -0.1, 21.5
CC(=O)Nc1cc2c(cc1NC(=O)c1cnccn1)OCCO2
→ -1.5, i, -1.4, -9.0, -1.0, -3.8, 12.8, 4.2, 3.1, 7.3
CCN(CC)CCCNC(=O)c1cc(Nc2ccc(OC)cc2OC)nc2ccccc12
→ -2.9, i, -0.9, -3.3, -2.5, 4.8, -1.4, -3.1, -2.1, 17.4
Cc1cccc(NC(=O)CCS(=O)(=O)c2cccc3nsnc23)c1C
→ 3.8, i, -1.1, -1.9, -2.4, 1.1, -1.3, -11.7, -2.1, 13.1
Cc1ccccc1CSc1nnc(NC(=O)C2COc3ccccc3O2)s1 (centres undefined)
→ 0.7, i, 0.3, -1.8, -5.0, 1.3, 5.2, 15.1, 2.7, 10.0
Clc1ccc(-n2nnc(-c3cccnc3Cl)n2)cn1
→ 3.0, i, 2.8, -9.9, 15.4, 0.7, 2.8, 40.6, 3.3, 16.6
CN(C)c1cccc2c(S(=O)(=O)Nc3ccccn3)cccc12
→ 1.9, i, -1.8, -1.6, -4.0, -1.2, -10.0, -3.0, -0.9, 5.1
COc1cccc(C(C)NC(=O)C2CCCC2)c1 (centres undefined)
→ 1.9, i, 0.2, 3.1, -6.3, 4.3, -2.0, -0.8, -2.9, 22.1
C=CCCN(C1CCCC1)S(=O)(=O)c1ccccc1Br
→ 2.1, i, -1.9, -6.3, 16.0, -6.1, 3.1, 10.0, ., 0.4
Cc1ccc(C2Oc3ccccc3C3=C2C(c2cccs2)n2ncnc2N3)cc1 (centres undefined)
→ 1.5, i, -2.7, -4.4, 3.6, 5.2, 4.6, 24.4, 1.3, 2.6
CCc1nnc(NC(=O)CSc2nccn2-c2ccccc2)s1
→ 0.0, i, -2.6, -0.7, 2.1, -2.6, -1.8, -6.9, -1.4, 29.1
O=C(Cc1ccccc1[N+](=O)[O-])N1CCN(S(=O)(=O)c2ccccc2)CC1
→ 2.9, i, -1.5, 22.7, 1.7, 2.6, -1.4, -12.7, 1.5, 15.9
Nc1nc2c(C(=O)N3CCOCC3)nnn2c2ccccc12
→ 1.1, i, 2.5, 0.1, 19.8, -102.1, ., 25.2, 8.9, 10.6
CCN(Cc1ccccc1)C(=O)Cn1c(=O)n(-c2ccc(OC)cc2OC)c(=O)c2c(C)c(C)sc21
→ 2.3, i, -3.1, -2.5, 1.9, -1.5, -6.8, 12.4, -4.5, 22.1
Cc1ccc2nc3c(cc2c1)c(NC(=O)c1ccco1)nn3CC(C)C
→ -0.1, i, -2.1, 1.4, 1.4, -6.1, 16.1, 2.8, 0.7, -3.2
Cc1ccc2c(c1)N(C(=O)CCC(=O)N1CCC(C(N)=O)CC1)CC(C)O2 (centres undefined)
→ 2.2, i, -2.1, -1.1, 0.7, ., 2.6, 0.9, -2.7, 33.5
C=CCn1c(N)c(C(=O)N2CCOCC2)sc1=S
→ 0.7, i, 2.0, -3.4, -2.3, -2.3, ., -3.1, -0.3, 6.7
Cc1onc(-c2c(F)cccc2Cl)c1C(=O)NCc1ccccn1
→ -4.2, i, -1.1, 3.0, -0.3, -1.5, 3.5, 1.6, -2.1, 14.3
CN(c1ccccc1)S(=O)(=O)c1ccc(C(=O)NCc2ccccn2)cc1
→ 3.4, i, -1.0, 6.5, -7.0, -1.1, -5.8, 6.7, 2.1, 2.4
C(=N\c1c(-c2ccccc2)nc2n1CCS2)/c1ccccc1
→ -1.1, i, 0.1, ., 6.0, 13.6, 1.0, 12.9, -0.6, 10.4
CCCCN(CC)CCNC(=O)c1[nH]c(C)c(C(C)=O)c1C
→ -0.5, i, 1.5, -0.7, -9.4, -4.6, -4.4, -5.0, 2.8, 16.8
Cc1ccccc1CNC(=O)CN1C(=O)c2ccccc2S1(=O)=O
→ 2.1, i, -3.0, 1.3, -0.5, 0.4, -1.0, -6.8, -0.3, 20.9
CC(=O)Nc1ccc(S(=O)(=O)Nc2nc3ccccc3nc2Nc2ccccc2)cc1
→ 1.5, i, -2.2, -18.9, 1.3, -30.0, 0.1, 4.4, -5.4, 16.1
Cc1cccc(C)c1NC(=O)Cn1c(CN2CCCCC2)nc2ccccc2c1=O
→ 0.8, i, 2.4, 2.6, 0.0, 0.6, -9.0, 0.4, 1.9, 22.3
COc1ccc(C2C(C(C)=O)=C(O)C(=O)N2c2cccnc2)c(OC)c1 (centres undefined)
→ 1.0, i, 0.2, -8.8, -0.3, -0.3, 1.7, 18.7, 3.4, 4.4
COc1cc(NC(=S)NCCCN2CCOCC2)cc(OC)c1OC
→ 2.9, i, 0.1, 7.0, 4.1, -4.7, -1.8, -0.4, 2.8, 7.1
C[C@H](NC(=O)c1nc[nH]c1C(=O)N[C@@H](Cc1ccccc1)C(=O)OCc1ccccc1)c1ccccc1
→ 0.0, i, 5.5, 8.5, 6.2, -2.0, -1.7, 5.8, 12.2, 24.8
CCCCOc1ccc(C(=O)NCC(=O)NCc2ccncc2)cc1
→ 1.2, i, -3.0, -1.1, -9.5, 2.2, ., -8.1, ., 19.5
CC(OC(=O)c1nn(C(C)C)c(=O)c2ccccc12)C(=O)Nc1ncc(Cl)cc1Cl (centres undefined)
→ 2.0, i, ., -6.8, -3.0, ., 10.1, 5.1, 3.0, 6.4
O=C(CCn1cnc2ccccc2c1=O)Nc1nc2c(s1)CCCC2
→ -3.3, i, 13.4, ., 2.6, -7.4, -7.5, -21.8, 0.6, 5.2
CCNS(=O)(=O)c1cccc(C(=O)c2c(C)cc3ccccn23)c1
→ 0.5, i, -2.5, -0.5, 4.4, 0.5, -4.8, 18.8, 1.5, 3.2
COc1ccccc1N(CN1CCCC1=O)C(=O)COc1ccccc1
→ -0.2, i, -0.6, -8.2, -3.3, -0.2, -2.4, 11.5, 3.9, 11.4
CC1Cc2ccccc2N1C(=O)CSc1nc2c(c(=O)n(C)c(=O)n2C)n1Cc1ccccc1 (centres undefined)
→ -4.5, i, 1.7, -6.4, 0.9, -0.3, 2.7, -9.6, 1.8, 17.0
CCOC(=O)Cn1nnc2c(sc3nc4c(c(-c5ccccc5)c32)CCC4)c1=O
→ -15.4, i, 11.9, 5.9, -1.0, -0.8, -2.7, 1.7, 5.1, -4.2
Cc1ccc(OCC(=O)N/N=C2\CCOc3c(C)cccc32)cc1
→ -1.6, i, -0.6, -5.0, 10.6, -8.1, 6.0, 47.0, -0.4, 13.2
CN1CC(=O)N=C1N
→ 1.3&1.8, i, -0.5&-3.5, 0.3&-0.5, 0.3&1.7, -5.8&5.4, -1.8&-2.8, 5.1&-6.2, -2.5, 22.6&21.6
O=c1/c(=C\c2ccc(O)cc2)sc2nc(-c3ccccc3)c(-c3ccccc3)n12
→ -1.6, i, -1.5, -7.1, -0.8, -5.8, 44.6, 13.0, -0.2, 13.1
CCn1cc(S(=O)(=O)c2ccc(OC)cc2)c(=O)c2cc(F)c(N3CCN(C)CC3)cc21
→ 1.9, i, -1.5, 2.1, -4.6, -17.3, -4.3, 16.6, -1.8, 22.9
Nc1ccc(C(=O)NNC(=O)C2COc3ccccc3O2)cc1[N+](=O)[O-] (centres undefined)
→ 3.8, i, -4.3, 0.2, 4.2, -5.7, -5.2, 27.7, ., 10.3
Cn1c(CNC(=O)CNS(=O)(=O)c2ccccc2)cc(=O)n(C)c1=O
→ -0.4, i, -0.9, -8.3, -2.5, 2.9, -2.1, -24.6, -0.1, 43.4

From PubChem BioAssay
